INS-1E GSIS act – primary screen for activators of insulin secretion dependent on glucose, INS-1E cells, GLuc reporter luminescence | INS-1E GLuc reporter insulin secretion, 2-3 h | activation, % at 16.6 µM | actives 0.61% (n = 370,000) | AID 743287;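 active means lowest replicate activation of at least 40%, so every replicate reaches that level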;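 further: 0% = median of neutral control wells and 100% = median of IBMX positive control wells; some compounds called inactive have numbers as strong as hits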
CFTR F508del cor – CFTR F508del correction in bronchial cells; CFBE cells, YFP halide quenching; stimulated with forskolin plus potentiator P3; % fluorescence drop versus neutral controls; activity (quench increase), % at 7.58 µM; actives 0.36% (n = 350,000); AID 720511;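 active means mean added fluorescence quench of at least 8% versus neutral control, with both replicates also reaching 8%; inconclusive means only one of the mean or replicate conditions met; inactive means mean below 8% and not both replicates reaching 8%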;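 further: cells transiently co-express mutant CFTR-F508del with the halide-sensitive YFP; corrector assay measuring rescue of mutant channel to the surface after 24 h compound exposure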
FN deposit inh – fibronectin deposition inhibition; AH1F fibroblasts, Alexa488-fibronectin deposition fluorescence, overnight; inhibition, % at 12.6 µM; actives 0.086% (n = 350,000);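 active means mean inhibition across replicates of 30% or more, regardless of how many single replicates reach that level; inconclusive means mean under 30% yet at least half of replicates reach 30%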;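 further: positive control wells lacked labelled fibronectin entirely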
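Test system: AH1F fibroblast monolayer depositing Alexa488-labelled fibronectin into matrix. Input: 10000 cells per well. Technique: fluorescence, ex 485 nm, em 525 nm. Buffer or medium: DMEM plus 2% serum, read in PBS. Timing: 1 h cell adhesion before compound, then overnight fibronectin incubation. Compound: single dose, pinned. Read-out basis: inhibition from reduced deposited-fibronectin fluorescence.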
Active calls of the source: *; ? = inconclusive. A portion of the library (hit frequency here may not be typical).

SMILES	INS-1E GSIS act	CFTR F508del cor	FN deposit inh
COc1ccc(C(=O)NC2CCN(C(=S)Nc3cc(C)cc(C)c3)CC2)cc1	-1.4	-0.7	-16.9
CCCc1c(-c2cccc(F)c2)ncn1CCc1ccccc1OC	-4.1	-1.1	4.5
Cc1ccc(C2OC34CCCCCC3C(C#N)(C(=N)O4)C2(C#N)C#N)cc1 (centres undefined)	-25.0	-1.4	-2.4
CCC/C(=C1/c2ccccc2C(=O)N1c1ccccc1)c1ccc(C=O)o1	4.7	3.3	4.7
O=C(COC(=O)c1cnccn1)NCCc1ccc(Cl)cc1Cl	6.8	-1.3	12.8
CSCCC(C(=O)NC1CCCC1)n1c(-c2ccccn2)nc2ccccc21 (centres undefined)	1.4	4.5	9.8
O=C1CCC(OCc2ccccc2)CCN1CC[C@@H](Sc1ccccc1)c1ccccc1 (some centres undefined)	-15.7	0.2	1.8
CCOc1cc(C(=O)NC(C)Cc2cccs2)cc(OCC)c1OCC (centres undefined)	1.8	0.1	3.4
CSc1nc2ccc(NC(=O)c3ccc(=O)n(C)n3)cc2s1	8.3	0.8	-0.4
Cc1ccc(C)c(NC(=O)/C(C#N)=C/c2cn(CC(=O)NCc3ccco3)c3ccccc23)c1	17.3	-8.3	-15.1
O=C(CN1C(=O)CSc2ccc(S(=O)(=O)N3CCCCC3)cc21)NCc1cccnc1	-14.7	0.7	0.5
C=CCn1cc(/C=N/Nc2nc3ccccc3[nH]2)c2ccccc21	-54.2	3.4	22.7
O=C(Cc1ccccc1F)Nc1ccccc1-c1ccccc1	20.3	-1.7	-13.1
O=C(Nc1ccccc1Br)C1CC(=O)N(c2ccc3c4c(cccc24)CC3)C1 (centres undefined)	-11.7	1.5	-9.9
Cc1ccc2cc(CN(CC3CCCO3)C(=S)Nc3ccccc3)c(=O)[nH]c2c1C (centres undefined)	-19.2	12.3*	5.2
CCOC(=O)c1sc(NC(=O)C2CCCCC2)nc1C	7.0	1.2	4.9
CCOc1ccc2nc(N/C(N)=N/C(=S)Nc3ccc(C)c(C)c3)nc(C)c2c1	-5.8	0.7	6.7
COc1ccc(N2CCc3c(C)nc4c(OC)cccc4c32)cc1	-4.4	?	10.5
CC1(c2nnnn2-c2ccc3c(c2)OCCO3)CCC(=O)N1Cc1ccc(F)cc1 (centres undefined)	-6.4	0.7	-0.2
CCN(CC)S(=O)(=O)c1cccc(NC(=O)COC(=O)CNC(=O)c2cccc(F)c2)c1	-8.2	0.6	-3.3
C[C@@H]1C=CCCO[C@]12C(=O)N(Cc1ccc(Br)cc1)c1cccc(Br)c12	13.3	1.7	-5.9
CC1(C)CN(c2ccc(N3CC(C)(C)C3=O)cc2)C1=O	5.5	-2.1	1.8
Cc1cc(F)ccc1N1CCC(N2CCN(C(C)C)C(CCO)C2)CC1 (centres undefined)	-10.7	-3.6	-5.1
CC(=O)c1ccccc1OCC(O)CNC1CCCC1 (centres undefined)	10.5	0.5	3.3
O=C(c1ccc(Cl)c(Cl)c1)N1CCC(=O)N([C@H](COCc2cccc(C(F)(F)F)c2)Cc2ccccc2)CC1	10.3	-0.6	12.4
COc1cc(C(=O)Nc2nc(C)cc(C)n2)cc(OC)c1OC	-3.8	-0.2	-10.1
CC1(C)Cc2c(sc(NC(=O)c3ccccc3)c2C(=O)O)CO1	-4.2	0.9	-5.7
COc1cc(/C=N/NC(=O)c2ccc(O)cc2)ccc1Oc1ccc([N+](=O)[O-])cn1	-14.1	4.2	11.3
CCOP(=O)(C1=C(O)C(=O)C(C(C)(C)C)=CC1=O)c1ccccc1 (centres undefined)	8.4	-4.2	-2.0
CC(=O)c1ccc(S(=O)(=O)NC2CC(=O)N(c3ccc(Cl)cc3)C2)cc1 (centres undefined)	-7.5	1.0	1.2
O=[N+]([O-])c1cccc2c(N3CCOCC3)ccnc12	1.2	0.6	1.0
O=C(COc1ccccc1-c1ccccc1)NN=C1CCCC1	7.2	-2.5	3.6
COc1ccccc1NC(=O)c1c(Br)cnn1C	1.8	1.1	5.9
CC(C)NC(=O)C1(C)CN(S(C)(=O)=O)CC(=O)N1CC(F)(F)F (centres undefined)	35.3	-0.4	4.5
COc1ccc(C2=NN(C(=O)CSc3nnc(C)n3C)C(c3ccco3)C2)cc1 (centres undefined)	5.3	-1.8	2.7
CC1CCCCC1NC(=O)COC(=O)COc1ccccc1Cl (centres undefined)	-2.8	1.2	2.7
Cc1c(C(=O)NCCCN2CCOCC2)sc2nc(-c3ccccc3)cn12	-3.9	-3.2	-6.1
Cc1ccnc(NS(=O)(=O)c2ccc(NC(=O)c3cc(-c4ccccc4)nc4ccccc34)cc2)n1	10.1	-3.4	1.1
N=c1n(CCO)c2ccccc2n1CCN1CCCCC1	-0.9	-2.5	4.5
COc1ccc(NC(=O)C2C(c3ccccc3)C2(Cl)Cl)cc1 (centres undefined)	-41.9	-1.3	-5.2
COc1c(Cl)cc(Br)c(OC)c1C(=O)NC(=O)Nc1nc(C)cc(C)n1	27.9	-1.4	0.5
Cc1cc(=S)c2cccc(C)c2[nH]1	-3.6	-1.7	-9.5
COc1ccc(CCc2nnc(CCC(=O)NCCc3ncccc3C)o2)cc1	-3.1	2.3	7.9
CCc1c(-c2cccc(OC)c2)ncn1CCc1ccccc1OC	-25.8	0.9	12.4
Cc1cc(-c2nn(C)c(=O)c3ccccc23)ccc1CNC(=O)NC1CCCCC1	6.3	0.8	-4.0
CCCC(=O)N1CC2(C1)CN(CC1CC1)[C@@H](CO)c1[nH]c3cc(OC)ccc3c12	8.7	0.9	-6.6
COC(=O)C1=C(C)N(C)C(=NCc2cccc(C(F)(F)F)c2)NC1c1ccc(F)cc1 (centres undefined)	-36.6	-1.0	-1.8
NC1=NC(=O)/C(=C/c2c(OS(=O)(=O)c3ccc(Cl)cc3)ccc3ccccc23)S1	-0.2	4.2	4.9
N#Cc1ccc(C(=O)OCC(=O)Nc2ccc(N3CCOCC3)cc2)cc1	10.8	-1.2	-0.8
Cc1ccc(NC(=O)COC(=O)CCC(=O)c2cccs2)cc1	-6.0	-0.5	-2.5

Entries above with bromine (four):
SMILES	INS-1E GSIS act	CFTR F508del cor	FN deposit inh
O=C(Nc1ccccc1Br)C1CC(=O)N(c2ccc3c4c(cccc24)CC3)C1 (centres undefined)	-11.7	1.5	-9.9
C[C@@H]1C=CCCO[C@]12C(=O)N(Cc1ccc(Br)cc1)c1cccc(Br)c12	13.3	1.7	-5.9
COc1ccccc1NC(=O)c1c(Br)cnn1C	1.8	1.1	5.9
COc1c(Cl)cc(Br)c(OC)c1C(=O)NC(=O)Nc1nc(C)cc(C)n1	27.9	-1.4	0.5

The list continues.
SMILES	INS-1E GSIS act	CFTR F508del cor	FN deposit inh
O=C(Nc1ccc(N2CCOCC2)cc1)Nc1ccc2nsnc2c1	33.2	2.4	0.0
O=c1[nH]c2cc(NCCO)c([N+](=O)[O-])cc2[nH]1	23.5	-1.8	3.6
N#Cc1ccccc1CSC1=NCCS1	6.6	-4.3	-9.3
Cc1ccc(C2c3c(-c4ccccc4)n[nH]c3C(=O)N2c2ccccc2)cc1 (centres undefined)	-4.2	1.1	-5.1
CCCOC(=O)c1cccc(Nc2nc(-c3cccnc3)nc3ccccc23)c1	5.3	3.7	-0.3
Cc1ccc(C)c(NC(=O)COC(=O)c2ccc3c(c2)OCO3)c1	10.3	2.1	0.2
Cc1c(NC(=O)COc2cccc(Cl)c2Cl)c(=O)n(-c2ccccc2)n1C	1.7	-1.4	0.1
COc1ccc(S(=O)(=O)N2CCC[C@H]2C(=O)N2CCC[C@H]2C(=O)NCc2ccncc2)cc1C	35.6	3.7	-10.3
Cc1cc(Br)ccc1SCC(=O)Nc1cccnc1	-3.0	0.5	-37.9
Nc1[nH]c(C(=O)c2ccc(Br)cc2)c(-c2ccc(Cl)c(Cl)c2)c1C(=O)NCCc1c[nH]c2ccccc12	1.0	-2.1	9.3

Reprinted from above (3 entries):
SMILES	INS-1E GSIS act	CFTR F508del cor	FN deposit inh
Cc1c(NC(=O)COc2cccc(Cl)c2Cl)c(=O)n(-c2ccccc2)n1C	1.7	-1.4	0.1
COc1ccc(S(=O)(=O)N2CCC[C@H]2C(=O)N2CCC[C@H]2C(=O)NCc2ccncc2)cc1C	35.6	3.7	-10.3
Cc1cc(Br)ccc1SCC(=O)Nc1cccnc1	-3.0	0.5	-37.9

Other compounds follow.
SMILES	INS-1E GSIS act	CFTR F508del cor	FN deposit inh
COC(CNC(=O)[C@H](CSCc1ccccc1)N1Cc2ccccc2C1=O)OC	-5.5	-3.3	14.9
O=C(CNC(=O)c1cccs1)N=Nc1c(O)[nH]c2ccc(Br)cc12	1.2	1.6	3.8
CCc1ccccc1NC(=O)CNC(=O)c1ccc(-n2cncn2)c([N+](=O)[O-])c1	0.3	0.6	1.9
Cc1ccc(S(=O)(=O)N2CCN(CC(=O)N/N=C/c3ccccc3OCC(=O)O)CC2)cc1	17.9	0.6	0.4
COc1ccccc1NC(=O)Nc1ccc(C(N)=O)cc1	0.7	-0.6	2.9
COC(=O)c1cc(NS(=O)(=O)c2ccc(C)c3ccccc23)ccc1N1CCOCC1	7.8	-3.1	-0.6
COc1ccc(C(O)(c2ccccc2OC)C(CN2CCOCC2)c2ccccc2)cc1 (centres undefined)	-6.9	-1.7	-8.3
COc1ccc(C2=NN(C(=O)CCC(=O)O)C(c3cccs3)C2)cc1 (centres undefined)	4.8	1.8	-11.6
CCCCCc1c(-c2cccc(Cl)c2)ncn1CCc1ccccc1OC	6.4	4.3	-6.4
Cc1nn(CC(=O)NCC2CCCO2)c(C)c1[N+](=O)[O-] (centres undefined)	-3.3	-1.7	10.8
CC(C)(C)OC(=O)CNC(=O)c1[nH]cnc1C(=O)NC1CCN(C(=O)OC(C)(C)C)CC1	-4.4	5.1	-1.2
O=C(O)c1cccc(N/N=C/c2cccnc2)c1	11.9	3.3	-8.7
CC(NC(=O)c1c(N)[nH]c(C(=O)c2ccc(Cl)cc2)c1-c1ccc(Br)cc1)c1cccc2ccccc12 (centres undefined)	17.6	-1.9	-0.7
CC(=O)/C=C1\OCc2ccccc21	4.4	-2.3	7.9
O=c1[nH][nH]c2c1[C@H](c1ccc(Cl)cc1)O[C@H](C1CCCCC1)C2	-16.0	3.5	-6.5
CC1(C(=O)Nc2ccc3c(c2)OCCO3)CSCC(=O)N1CCCN1CCOCC1 (centres undefined)	18.1	-3.7	5.2
CC(C)(C)C(=O)Nc1nnc(-c2ccccc2)c(-c2ccccc2)n1	-6.3	-4.0	2.1
CSc1ccc(CN2CCN(C(=O)c3ccc([N+](=O)[O-])cc3)CC2)cc1	-16.1	-1.1	-4.5
Cc1ccc(C(C)C)cc1NC(=O)Nc1ccc([N+](=O)[O-])cc1	-53.2	2.7	27.4
CCCCCCCC[n+]1cccc(C(=O)N(CC)CC)c1	17.1	2.2	3.1
Cc1ccc(NS(=O)(=O)c2ccc(NC(=O)C(C)Sc3ccc(Cl)cc3)cc2)c(C)c1 (centres undefined)	-7.0	-0.2	3.0
CC(C)Cn1c(N)c(C(=O)COC(=O)c2cc(C(F)(F)F)nc3c(C(F)(F)F)cccc23)c(=O)n(C)c1=O	0.9	3.1	-2.4
COc1ccc(N(C)S(=O)(=O)c2cccc(C(=O)Nc3ccc(OC)nc3)c2)cc1	-23.1	-0.4	-6.6
COc1ccc(C(O)P(=O)(OC(C)C)OC(C)C)c(OC)c1 (centres undefined)	6.8	-1.3	1.0
C/C=C/c1ccc([C@H]2[C@@H](CO)N(C(C)=O)[C@@H]2CN(CCC)C(=O)C2CCC2)cc1	-1.0	1.4	-10.7
CCCCC(=O)Nc1nnnn1CCC	9.8	-0.9	-12.4
Nc1[nH]c(C(=O)c2ccccc2)c(-c2ccccn2)c1C(=O)c1c[nH]c2ccc(F)cc12	4.1	-2.3	5.1
CCOc1cc(/C=N/NC(=O)c2ccc(CSc3nncn3C)cc2)ccc1OCC(=O)N1CCOCC1	-10.2	-3.4	4.4
CCN(CC)c1ccc(S(=O)(=O)N2CCOCC2)cc1NC(=O)c1cc(=O)c2ccccc2o1	-6.5	-2.0	-6.6
Cc1ccc(C(=O)NCc2ccccc2)c(F)c1F	-4.3	-4.4	-1.4
C[C@H](c1ccccc1)N1C[C@@H](COCc2ccccc2)Oc2cccc(Oc3ccc(F)cc3)c2S1(=O)=O	-12.0	-1.4	3.4
NNC(=O)CCc1nc2ccccc2[nH]1	2.2	-4.4	0.0
CCN(CC(=O)NC(C)C)C(=O)[C@@H](NC(=O)c1ccco1)C(C)C	1.2	-0.5	-0.3
CSc1ccc(S(=O)(=O)NCC(=O)OCC(=O)N2CC(C)CC(C)C2)cc1[N+](=O)[O-] (centres undefined)	-16.4	-1.8	-16.4
COc1ccc(C(=O)OCc2nc(N)nc(Nc3ccccc3C)n2)cc1OC	11.3	8.4*	-6.8
CCOc1cc(/C=N/NC(=O)c2cc(C3CC3)[nH]n2)ccc1O	-8.6	0.2	0.7
Fc1ccc(-c2nc3c(Cl)cc(C(F)(F)F)cn3c2Cc2ccsc2)cc1	-16.9	-2.7	-1.9
Cc1ccc2c(c1)/C(=C/c1ccco1)C(=O)N2	6.6	-1.9	6.9

High-throughput results deposited in PubChem BioAssay by Broad Institute.
